# High-throughput results (PubChem)
# bub3: NCI yeast anticancer drug screen, S. cerevisiae bub3 mutant strain. AID 167. growth inhibition, % at 50 µM. actives 9.9% (n = 78,000);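 note: 0% = growth of vehicle-only cultures of the same strain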
#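 Mutant yeast screening strain plus compound; vehicle-treated cultures serve as the 0% inhibition reference.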
# yeast cln2 rad14: NCI yeast anticancer drug screen, S. cerevisiae cln2 rad14 strain. growth inhibition, % at 50 µM. actives 8.3% (n = 78,000). AID 165;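 note: 0% = growth of vehicle-only cultures of the same strain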
#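 Yeast strain cln2 rad14, bearing defects in cell cycle control and DNA repair, serves as the test system; values reflect growth inhibition compared with vehicle.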
# yeast mlh1 rad18: NCI yeast anticancer drug screen, S. cerevisiae mlh1 rad18 strain; growth inhibition, % at 50 µM; actives 11% (n = 79,000); AID 175;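 note: 0% = growth of vehicle-only cultures of the same strain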
#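 Yeast w/ defined DNA-repair lesions; compound exposure; growth vs vehicle controls → % inhibition.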
# mec2-1: NCI yeast anticancer drug screen, S. cerevisiae mec2-1 strain; growth inhibition, % at 50 µM; actives 9% (n = 79,000); AID 157;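 note: 0% = growth of vehicle-only cultures of the same strain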
#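 Using mec2-1 yeast: add compound, measure growth, express inhibition versus vehicle-treated cultures.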
# yeast rad50: NCI yeast anticancer drug screen, S. cerevisiae rad50 strain | growth inhibition, % at 50 µM | actives 10% (n = 79,000);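 note: 0% = growth of vehicle-only cultures of the same strain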
#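 Inhibition values express reduced yeast growth in compound-treated cultures relative to vehicle-treated controls.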
# sgs1 mgt1: NCI yeast anticancer drug screen, S. cerevisiae sgs1 mgt1 strain; actives 10% (n = 78,000); AID 161; growth inhibition, % at 50 µM;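 note: 0% = growth of vehicle-only cultures of the same strain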
#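 Read-out: growth inhibition vs vehicle controls. Cells: mutant yeast strain deficient in DNA damage repair.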
# * marks the source's active call; other numbers are inactive results; / = not tested or not shown. Cut-off read from the data, not from the text of the source: active = growth inhibition above about 70%; inactive = the rest.
1: CCOC(CN)(OCC)c1ccncc1
2: O=C(O)CNC(CO)(CO)CO
3: Clc1ccc(C2OCCO2)cc1
4: O=c1[nH]cnc2nc(I)[nH]c12
5: c1ccc2c(c1)Cc1ccccc1-2
6: CCN(CC)c1ccc(C(=C2C=CC(=[N+](CC)CC)C=C2)c2ccc(N(CC)CC)cc2)cc1
7: CCOC(=O)Cc1n[nH]c(=O)c2ccccc12
8: COc1ccc(C2c3cc(OC(C)=O)c(OC)cc3Oc3cc(OC)c(OC(C)=O)cc32)cc1
9: Cc1cc(C)nc(NS(=O)(=O)c2ccc(NC(=O)c3ccc(Cl)c4c(Nc5ccc(S(=O)(=O)N=C(N)N)cc5)c5ccccc5nc34)cc2)n1
10: C/C(=N\NC(=S)Nc1ccc(S(N)(=O)=O)cc1)c1ccccn1
Screen / compound no.	1	2	3	4	5	6	7	8	9	10
bub3	11	-11	0	30	-21	75*	-22	-5	23	38
yeast cln2 rad14	-27	-20	3	38	-20	76*	-21	17	30	24
yeast mlh1 rad18	0	-43	14	6	-19	/	-7	23	31	64
mec2-1	14	-61	4	0	-17	73*	1	4	27	43
yeast rad50	11	-55	12	15	2	67	-22	0	28	64
sgs1 mgt1	9	-36	11	0	-11	77*	1	18	20	29

11: COC(C)C(NC=O)C(=O)O (stereo not given)
12: CCCCCCCCCCCCCCOCCS(=O)(=O)O
13: CCC(=O)n1cc2ccc([N+](=O)[O-])cc2n1
14: OCc1ccc(O)c(CO)n1
15: O=C(O)c1cccc2c1-c1ccccc1C2O (stereo not given)
16: Cc1ccc(S(=O)(=O)OCC2C3C=CC(C4C=CC43)C2COS(=O)(=O)c2ccc(C)cc2)cc1 (stereo not given)
17: CCCCCC[N+]1([O-])CC[N+]([O-])(CCCCCC)CC1 (stereo not given)
18: COc1ccc(NCc2ccc(C)cc2)cc1
19: O=C(Nc1ccccc1)c1ccncc1
20: COc1cccc(C(=O)NC[n+]2cccc(O)c2)c1
Screen / compound no.	11	12	13	14	15	16	17	18	19	20
bub3	10	30	13	-21	-8	12	0	/	4	-8
yeast cln2 rad14	9	38	-58	5	3	-25	-43	/	-19	5
yeast mlh1 rad18	2	79*	-3	8	1	0	7	3	0	-24
mec2-1	11	52	1	-26	-12	-1	-8	-17	-17	-1
yeast rad50	19	71*	1	-9	5	-4	-7	-3	8	-13
sgs1 mgt1	7	79*	-4	-3	-3	-10	-2	/	0	-6

21: O=C(NC1CCCC2C(NC(=O)c3ccccc3)CCCC12)c1ccccc1 (stereo not given)
22: CC/C=C/C(=O)NCCCC
23: CC1CC(=O)Oc2ccccc21 (stereo not given)
24: N#CC(C(=O)CCC(=O)Nc1cccc(Cl)c1)c1ccccc1 (stereo not given)
25: CCC(C(=O)O)C(=O)O
26: Cc1cc(Br)cc(C)c1NC(=S)NN
27: COc1ccc(CC2CCCNC2C(=O)O)cc1 (stereo not given)
28: CC[N+](C)(CC)CCOC(=O)C(c1ccccc1)C(O)C1CCCCC1 (stereo not given)
29: C/C(=N/O)c1ccc(C(F)(F)F)cc1
30: N#CCC(CC#N)C(c1ccccc1)c1ccccc1
Screen / compound no.	21	22	23	24	25	26	27	28	29	30
bub3	-6	-13	6	-5	-8	27	-17	0	-48	1
yeast cln2 rad14	-17	5	-3	1	14	10	-39	17	-18	14
yeast mlh1 rad18	10	-22	2	-11	10	68	11	9	-2	-8
mec2-1	6	2	6	-16	-38	27	-13	-5	-16	-6
yeast rad50	-1	15	36	-12	-17	26	-2	30	-5	-14
sgs1 mgt1	-1	-2	4	0	-24	64	-4	4	-19	-12

31: Cc1c(Cl)ccc([N+](=O)[O-])c1Cl
32: CC1(Cn2ccc(=O)[nH]c2=O)CC(C2(C)OCCO2)C(=O)O1 (stereo not given)
33: CCC1(CC(=O)O)OCCc2c1[nH]c1c(C)c(Cl)ccc21 (stereo not given)
34: CCS(=O)(=O)CCCl
35: O=C(O)/C=C\C(=O)Nc1ccccn1
36: Nc1nc2c(c(-c3nc(N)nc4c3CCC4)n1)CCC2
37: CC1NC(=S)NC(=O)C1CCSC(=N)N (stereo not given)
38: N/C(=N\N=C/c1c(O)cc(O)cc1O)NO
39: N#CNc1nc(N)cc(=O)[nH]1
40: NC(=O)C1N=NSC1NC(=O)c1ccc([N+](=O)[O-])cc1 (stereo not given)
Screen / compound no.	31	32	33	34	35	36	37	38	39	40
bub3	15	-19	96*	1	-45	-2	-2	-2	-27	-9
yeast cln2 rad14	18	-31	97*	6	-3	7	-2	22	3	7
yeast mlh1 rad18	29	-14	98*	6	-21	11	4	21	11	5
mec2-1	-7	-22	98*	-5	-44	15	8	1	-24	-6
yeast rad50	11	-17	96*	12	-31	10	10	1	-5	2
sgs1 mgt1	-3	-33	98*	2	-53	12	0	2	-2	-9

# Part of the list above, set out differently.
40) NC(=O)C1N=NSC1NC(=O)c1ccc([N+](=O)[O-])cc1 (stereo not given)
  bub3 = -9
  yeast cln2 rad14 = 7
  yeast mlh1 rad18 = 5
  mec2-1 = -6
  yeast rad50 = 2
  sgs1 mgt1 = -9
31) Cc1c(Cl)ccc([N+](=O)[O-])c1Cl
  bub3 = 15
  yeast cln2 rad14 = 18
  yeast mlh1 rad18 = 29
  mec2-1 = -7
  yeast rad50 = 11
  sgs1 mgt1 = -3
37) CC1NC(=S)NC(=O)C1CCSC(=N)N (stereo not given)
  bub3 = -2
  yeast cln2 rad14 = -2
  yeast mlh1 rad18 = 4
  mec2-1 = 8
  yeast rad50 = 10
  sgs1 mgt1 = 0

# Results in sequence from above:
# Nos. 30–33 in yeast cln2 rad14 read 14, 18, -31, 97*
# Nos. 30–33 in mec2-1 read -6, -7, -22, 98*

# The results go on:
41: Nc1ncnc(N)c1NC(=O)Cc1ccccc1
42: C[C@H](CSC(=O)c1ccccc1)C(=O)N1c2ccccc2C[C@H]1C(=O)O
43: O=C1/C(=C/c2ccc([N+](=O)[O-])cc2)Oc2cc(O)ccc21
44: OCCOc1cc2c(cc1Cc1ccc3c(c1)OCO3)OCO2
45: CC(C)OP(=O)(OC(C)C)/C(Cl)=N/Nc1ccc([N+](=O)[O-])cc1
46: Nc1ccccc1Sc1ccccc1
47: CCN(CC)CCOC(=O)Nc1ccc(Cl)cc1
48: Cc1c[nH]c2nc(C)n(-c3ccc(F)cc3)c(=N)c12
49: CCCCN(c1ccccn1)S(=O)(=O)c1ccccc1
50: CC(=O)OCc1cccc(O)c1C(=O)CCC=C(C)C
Screen / compound no.	41	42	43	44	45	46	47	48	49	50
bub3	-17	4	-44	3	92*	64	5	5	-4	-7
yeast cln2 rad14	-54	19	-7	-4	89*	83*	1	-15	8	-11
yeast mlh1 rad18	-7	15	-60	-1	87*	71*	19	5	6	-64
mec2-1	3	-10	-31	-5	81*	77*	16	2	20	-17
yeast rad50	-5	15	-67	-8	89*	83*	37	4	-2	-4
sgs1 mgt1	-7	10	-48	-15	91*	63	27	-9	19	8

51: COC(=O)CCC(CCC(=O)OC)C(=O)OC
52: O=c1oc2ccc3ccccc3c2c(-c2ccc(O)cc2)c1-c1ccccc1
53: CCc1ccc(NC(=O)c2ccc(Cl)cc2Cl)cc1
54: Nc1nc2c(nc(NO)n2C2OC(CO)C(O)C2O)c(=O)[nH]1 (stereo not given)
55: COc1cc(N(C(C)=O)c2ccc(C(=O)O)cc2)c2ncccc2c1
56: CC(C)N(C(=O)/C=C/C(=O)N(C(C)C)C(C)C)C(C)C
57: O=C(Cc1nc2ccccc2nc1CC(=O)c1cccnc1)c1cccnc1
58: CC(/C=C/c1ccc(Cl)cc1)=N\NC(N)=O
59: N#CC(C#N)=CN1C(=O)CNC1=S
60: Cc1ccc(S(=O)(=O)N/N=C2\CCC3CC2C3(C)C)cc1 (stereo not given)
Screen / compound no.	51	52	53	54	55	56	57	58	59	60
bub3	57	98*	12	-2	-16	19	-4	19	10	-6
yeast cln2 rad14	34	97*	3	-10	-37	-2	23	-45	21	-20
yeast mlh1 rad18	0	99*	1	-3	8	-10	26	-8	9	6
mec2-1	32	99*	34	-14	-2	27	18	-10	8	2
yeast rad50	15	99*	5	15	-8	4	6	-32	3	1
sgs1 mgt1	13	99*	8	-29	-5	-2	16	-21	18	-14

# Results in yeast mlh1 rad18, for some of the entries so far:
cpd	Structure	yeast mlh1 rad18
2	O=C(O)CNC(CO)(CO)CO	-43
3	Clc1ccc(C2OCCO2)cc1	14

# A section from further up, as a working copy:
33: CCC1(CC(=O)O)OCCc2c1[nH]c1c(C)c(Cl)ccc21 (stereo not given)
34: CCS(=O)(=O)CCCl
Screen / compound no.	33	34
bub3	96*	1
yeast cln2 rad14	97*	6
yeast mlh1 rad18	98*	6
mec2-1	98*	-5
yeast rad50	96*	12
sgs1 mgt1	98*	2

# (further entries)
61: COc1ccc(/C=N/c2oc(-c3ccc(OC)cc3)nc2SC)cc1
62: CCOC(=O)C(C#N)C1CC2CCC1C2 (stereo not given)
63: O=c1oc(/C=C/c2ccccc2)nc2cc(Cl)ccc12
64: COc1ccc(/C=N\Nc2cc(C)nc3ccc(C4CCCCC4)cc23)c2ccccc12
65: BrCCC(c1ccccc1)c1ccccc1
66: COC1=C2CC(C)CC(OC)C(O)C(C)/C=C(\C)C(OC(N)=O)C(OC)/C=C\C=C(/C)C(=O)NC(=C(/C=N/N(C)C)C1=O)C2=O (stereo not given)
67: CCCC1OC(CCl)OCC1CC (stereo not given)
68: O=[N+]([O-])c1ccc(Oc2ccc(Cl)cc2)cc1
69: COC(=O)c1ccc(=O)c2nc3/c(=C/O)c(O)cc(=O)c3[nH]c12
70: Cc1cn(C2CC(O)C(CO)O2)c(=O)nc1N1CCCCCCC1 (stereo not given)
71: COc1ccc(C2=Nc3cccc4c3N(CCC4)C2c2ccc(OC)cc2)cc1 (stereo not given)
72: CCOC(=O)/C(C#N)=C/NCC1CC1
73: COc1ccc(C2COc3cc4c(cc3C2)OCO4)cc1 (stereo not given)
Screen / compound no.	61	62	63	64	65	66	67	68	69	70	71	72	73
bub3	16	-27	/	1	-8	-17	5	-19	89*	5	-3	-33	20
yeast cln2 rad14	-15	-5	/	5	-5	4	-14	2	89*	-12	8	11	-2
yeast mlh1 rad18	14	-57	10	-7	6	-26	30	22	40	0	5	-23	5
mec2-1	15	-57	10	4	-16	-63	11	-12	92*	-5	2	-33	-26
yeast rad50	3	-30	20	18	24	-11	16	17	90*	-7	0	-22	-22
sgs1 mgt1	-9	-22	/	5	1	-35	-7	15	91*	-11	3	2	-21
